OX1R antag-1: blocks the human orexin 1 receptor. inhibition, % at 6.6 µM. 330,000 compounds, 1.8% hits. AID 485270. OX1R-expressing cells, FRET antagonist read-out; in the data active = inhibition mostly above about 38%, no sharp cut-off; inactive = mostly below about 40%;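 note: 0% = agonist challenge alone and 100% = reference antagonist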
Target sequence (O43613 whole entry, looked up): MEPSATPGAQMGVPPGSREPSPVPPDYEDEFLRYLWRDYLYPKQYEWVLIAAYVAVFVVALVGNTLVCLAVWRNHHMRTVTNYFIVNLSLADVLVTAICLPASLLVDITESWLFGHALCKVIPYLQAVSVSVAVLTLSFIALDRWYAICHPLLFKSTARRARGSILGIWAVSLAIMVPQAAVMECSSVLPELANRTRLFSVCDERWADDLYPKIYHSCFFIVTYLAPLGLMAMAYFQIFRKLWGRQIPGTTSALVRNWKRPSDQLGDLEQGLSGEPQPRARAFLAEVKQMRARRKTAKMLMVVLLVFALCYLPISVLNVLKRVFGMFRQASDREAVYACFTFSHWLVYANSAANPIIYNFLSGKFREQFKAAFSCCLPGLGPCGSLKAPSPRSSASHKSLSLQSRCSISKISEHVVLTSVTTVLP
OX1R antag-2: antagonists of human orexin 1 receptor | O43613 | AID 434989 | inhibition, % at 5 µM | CHO/OX1R cells, Fluo-8 calcium fluorescence, orexin A | 330,000 compounds, 0.43% hits;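 active = inhibition above its plate's threshold, mean inhibition of all tested compounds on the plate plus 3 SD, cut at about 37% in these data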;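 note: 0% = orexin A challenge wells and 100% = SB-334867-A antagonist wells; not every result past the cut was called active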
* hit, by the source's call.

SMILES	OX1R antag-1	OX1R antag-2
Cc1c(C(=O)C(=O)N2CCN(C)CC2)c2ccccc2n1C	5.7	-8.8
C=CCn1c(SCC(=O)NCCOC)nnc1-c1cc2c(s1)CCC(CC)C2 (configuration not stated)	10.6	-28.4
CC(C)CC1NC(=O)c2cc(Cl)ccc2-n2c1nc1cc(F)ccc1c2=O (configuration not stated)	8.5	-30.7
S=C(c1ccc2c(c1)OCO2)N1CCCCCC1	7.6	0.1
Cc1ccc(C)c(S(=O)(=O)N2CCCC2CNC(=O)c2ccc([N+](=O)[O-])cc2)c1 (configuration not stated)	54.3*	-31.0
O=C(CCC1CCN(C(=O)c2ccco2)CC1)NCc1ccc(F)cc1	28.6	-1.3
Cc1c(NC(=O)c2ccccc2)cccc1[N+](=O)[O-]	17.4	-5.7
Cc1ccc(C(C#N)c2ccc(C(=O)c3ccc(F)cc3)cc2)cc1 (configuration not stated)	42.6	33.5
CCn1c(SCC(=O)Nc2ccccc2N2CCOCC2)nnc1-c1ccccc1	23.3	-19.4
COc1ccc(/C=N/NC(=O)CSCC(=O)Nc2ccccc2)cc1	9.8	-7.9
O=C(Nc1ccncc1)c1cccc(S(=O)(=O)N2CCOCC2)c1	2.3	-0.3
COc1cc2ccccc2cc1C(=O)N(CCN(C)C)c1nc2c(OC)ccc(OC)c2s1	14.3	5.6
O=C(COC(=O)CCc1c[nH]c2ccccc12)NC(c1ccccc1)c1ccccc1	4.7	-1.7
Cc1cccc(CN2CCN(CC(=O)N3CCCC3)C2=O)c1	9.5	-4.4
CCOC(=O)N1CCN(C(=O)COC(=O)c2ccc(O)cc2O)CC1	11.8	-0.9
O=S(=O)(c1ccc(C2CCCCC2)cc1)N1CCN(c2ncccn2)CC1	2.7	-13.0
CC(C)CN1C(Nc2ccccc2)=NC[C@@H]1C	29.3	-5.7
Cc1ccc(NC(=O)Cc2sc(C)nc2-c2ccc(C)cc2)cc1	16.1	-22.2
O=C(O)CCS(=O)(=O)Cc1ccccc1Cl	13.8	-5.8
CN1CCc2c(sc3c2C(=O)NC(/C=C/c2ccco2)N3)C1 (configuration not stated)	29.7	0.1
CCCCCCc1cc2cc(C(=O)Nc3ccccc3)c(=O)oc2cc1O	9.8	-2.7
COc1cc(C(=O)NCC2CCCCC2)cc(OC)c1OC	3.5	-37.9
Cc1cc(C(=O)N2CCC(CO)(Cc3cccc(C(F)(F)F)c3)CC2)n[nH]1	-3.0	-12.6
Cc1cc2nc(C)n(CCCN)c2cc1C	3.8	1.5
CSc1nc(C)c2c(n1)N(c1ccc(O)cc1)CC2	32.6	-25.8

An excerpt of these results, in markdown:
| mol | OX1R antag-1 | OX1R antag-2 |
| --- | --- | --- |
| Cc1ccc(C(C#N)c2ccc(C(=O)c3ccc(F)cc3)cc2)cc1 (configuration not stated) | 42.6 | 33.5 |
| Cc1cc2nc(C)n(CCCN)c2cc1C | 3.8 | 1.5 |
| Cc1cc(C(=O)N2CCC(CO)(Cc3cccc(C(F)(F)F)c3)CC2)n[nH]1 | -3.0 | -12.6 |

Additional records.
SMILES	OX1R antag-1	OX1R antag-2
COC(=O)c1cnc(NNS(=O)(=O)c2ccc(Cl)cc2)nc1C(F)(F)F	3.3	-5.7
Cc1ccc(-c2nnn(CC(=O)N(c3ccc(F)cc3)C(C(=O)NC3CCCC3)c3ccncc3)n2)o1 (configuration not stated)	0.8	-9.0
CSC1=NCCCN1C(=O)c1c(-c2ccccc2Cl)noc1C	6.1	1.9
CCOc1ccc(-c2cnc(SCC(N)=O)nc2N)cc1	20.0	-7.5
CCCCn1c(=O)[nH]c(=O)c2c1nc(-c1ccc(-c3ccc(F)cc3)o1)n2C	8.2	-18.1
CCC1CCCCN1CCCNC(=O)CN1C(=O)COc2ccccc21 (configuration not stated)	5.2	-6.6
NS(=O)(=O)c1ccc(Cc2ncc(C(F)(F)F)cc2Cl)s1	14.1	-6.5
COC(=O)c1cn(NC(=O)c2ccc([N+](=O)[O-])c(C)c2)c(=O)c2ccccc12	16.6	-13.4
CC(C)=Cc1oc2ccc([N+](=O)[O-])cc2c1N1CCOCC1	13.2	-19.2
CCC(=O)NC(=S)Nc1ccc(S(=O)(=O)NC2CCCCC2)cc1	37.6	-3.7
O=C(NC(Cc1ccccc1)C(=O)O)/C(=C\c1ccc([N+](=O)[O-])cc1)NC(=O)c1ccco1 (configuration not stated)	22.6	9.6
Nc1ccc(Oc2ccc3nc(-c4ccccc4)c(-c4ccc([N+](=O)[O-])cc4)nc3c2)cc1	46.5	1.4
CCOc1ccccc1NC(=O)CN(c1nccs1)S(=O)(=O)c1ccc(N)cc1	72.5	27.8
Nc1nc2c(c(=O)[nH]1)C(c1ccccc1)C1=C(N2)c2ccccc2C1=O (configuration not stated)	22.0	3.7
CCOC(=O)c1c(N)sn(-c2ccccc2C)c1=S	24.1	-29.7
CN(CC(=O)N1CCc2ccccc21)S(=O)(=O)c1cccc2cccnc12	60.0*	-3.5
COc1ccccc1-c1sc2ccccc2c1C#CC1(O)CCCCC1	6.3	-24.6
CC(=O)NC(Cc1ccccc1)C(=O)N1CCN(C(=O)c2ccco2)CC1 (configuration not stated)	7.5	-2.5
Cc1cc(F)ccc1S(=O)(=O)N1CCCOC1CNC(=O)C(=O)NCc1ccncc1 (configuration not stated)	31.3	-16.8
COc1cc(OC)cc(C(=O)NNC(=O)c2nn(C)c(=O)c3ccccc23)c1	13.6	-9.4
COc1ccc(/C=N/N=C2/NC(=O)C(CC(=O)O)S2)cc1OS(=O)(=O)c1ccccc1 (configuration not stated)	8.4	3.8
O=C(c1ccccc1)N1CCN(Cc2cccc(Oc3ccccc3)c2)CC1	10.7	-10.8
COc1ccc2oc(=O)c(-c3nc4ccccc4o3)cc2c1	39.0	-15.8
COC(=O)CN(c1ccc(OC)cc1)S(=O)(=O)c1ccc(OC)c(OC)c1	12.6	-10.9
CCn1c(SCCN2CCOCC2)nc2c1c(=O)n(C)c(=O)n2C	5.4	-4.6

Going on with the list:
SMILES	OX1R antag-1	OX1R antag-2
CCOc1cccc(CNn2cnnc2)c1OCc1ccccc1	2.7	-15.6
Cc1cc(Cl)ccc1NC(=S)NCCCN1CCCC1=O	9.0	-14.3
CC(=O)Nc1ccc(SCc2c(C)noc2C)cc1	10.7	-16.8
Cc1cc(NC(=O)CCC(=O)N(c2ccccc2F)C(C(=O)NC2CCCC2)c2ccccc2)no1 (configuration not stated)	35.3	-10.1
COc1ccc(C2CC(=O)N3CN(c4ccccc4F)CSC3=C2C#N)cc1OC (configuration not stated)	6.3	-13.1
Cc1c(CCOC(=O)CC23CC4CC(CC(C4)C2)C3)sc[n+]1Cc1ccccc1	-1.4	-1.1
N#CCc1nc2ccccc2c(=O)[nH]1	14.7	-21.9
CCOC(=O)c1cnc(-c2ccccc2)nc1Oc1ccccc1	35.0	-38.5
CCCCC(CC)C1OCC(C[N+]2(C)CCOCC2)O1 (configuration not stated)	22.0	-11.6
COc1ccc2c(c1)C(SCC(=O)NCCc1ccc(Cl)cc1)CC(C)(C)O2 (configuration not stated)	22.2	-19.6
Cc1cc(C)n2nc(SCC(=O)N(C(C)C)C(C)C)nc2n1	6.7	-17.8
CCN1CCC2(CC1)N=C(c1ccc(F)cc1)C(=S)N2C(=O)c1ccc(C)cc1	9.6	-11.8
O=C(O)/C=C\C(=O)Nc1ccccc1C(=O)NC1CCCCC1	16.8	4.2
CCC(SCC(=O)OC)C(=O)Nc1nnc(C(C)C)s1 (configuration not stated)	19.0	-10.3
C[C@H](CO)N1C[C@H](C)[C@@H](CN(C)C(=O)NC2CCCCC2)Oc2ccc(NC(=O)c3ccncc3)cc2C1=O	1.5	-9.4
COc1ccc(C2CC2C(=O)c2ccccn2)cc1 (configuration not stated)	17.1	-21.8
CCOc1cc(Cl)c(S(=O)(=O)NCc2cccnc2)cc1Cl	12.8	-14.7
Cc1ccc(C)c2[nH]c(=O)c(CCNC(=O)CC(C)(C)C)cc12	18.5	-18.1
CC1Cc2ccccc2N1C(=O)COC(=O)CCc1nc2ccccc2c(=O)[nH]1 (configuration not stated)	18.9	-53.0
CCOc1ccc2nc(N/C(N)=N/S(C)(=O)=O)nc(C)c2c1	3.9	-6.9
Cc1cc(C(=O)Nc2nc3c(s2)CCCC3)no1	13.2	-19.6
N/C(=N\OC(=O)CCCc1ccccc1)c1ccc([N+](=O)[O-])cc1	9.6	-18.6
CCOC(=O)C1=C(C)NC(C)=C(C(=O)OCC)C1C(=O)OCC(=O)NC(C)C	22.8	-26.2
CCn1cc(Br)c(-c2nc3ccccc3c(=O)n2N)n1	4.8	-8.2
Cc1cc(C(=O)c2ccccc2)c(NC(=O)CN2CCOCC2)s1	8.8	-17.6

Overlap with the part before: 2 entries; new compounds follow.
SMILES	OX1R antag-1	OX1R antag-2
CCn1cc(Br)c(-c2nc3ccccc3c(=O)n2N)n1	4.8	-8.2
Cc1cc(C(=O)c2ccccc2)c(NC(=O)CN2CCOCC2)s1	8.8	-17.6
CC(C)OC(=O)c1ccc(Cn2nnc3ccccc3c2=O)cc1	14.9	-23.8
CC(OC(=O)C1=COCCO1)C(=O)NC1(C#N)CCCCC1 (configuration not stated)	3.4	-18.5
Cc1ccccc1C(=O)NNC(=O)/C=C/c1ccccc1	7.5	-13.8
CCN(c1cccc(C)c1)S(=O)(=O)c1csc(C(N)=O)c1	-9.8	-8.6
CN(C)CCN(Cc1ccccc1)C(=O)[C@H](Cc1ccccc1)N1C(=O)c2ccccc2C1=O	13.1	-16.7
COc1ccccc1N1CCN(C(=O)CN(Cc2ccccc2)S(C)(=O)=O)CC1	24.9	-9.5
Cc1cc(-c2nnc(SCC(=O)Nc3ccccc3C(F)(F)F)o2)c(C)n1-c1ccccc1	10.9	1.9
COC(=O)c1ccccc1NC(=O)c1sc(Cl)nc1C	20.5	-14.0
CC(OC(=O)c1cccc(NS(C)(=O)=O)c1)C(=O)Nc1ccc(N2CCOCC2)cc1 (configuration not stated)	24.8	-15.3
CCOc1ccc(C2N(c3ccc(OC)cc3)C(=O)C3CCCN32)cc1OC (configuration not stated)	-0.6	-7.5
Cc1csc(NC(=O)CCn2c(=O)oc3ccc(Cl)cc32)n1	6.8	-7.1
O=C(COC(=O)Cc1ccc(Cl)cc1)Nc1ccc2[nH]c(=O)[nH]c2c1	14.0	-6.4
CCN(CC)c1nc(Nc2ccccc2)nc(Oc2ccc(=O)[nH]n2)n1	4.4	-22.2
CCN(CC)CCOC(=O)c1cccc(Br)c1	25.1	3.8
Cc1ccc(SCC(=O)Nc2ccc(F)cc2[N+](=O)[O-])cc1C	27.4	-26.3
COc1ccccc1Nc1cc(C)nc2c(C)ccc([N+](=O)[O-])c12	21.9	-19.3
O=c1c2c3c(sc2nc2n1CCCCC2)CCC3	16.2	-18.8
Cc1nc2nc(C)c(CCC(=O)N3CCN(c4ccccc4)CC3)c(C)n2n1	5.1	-8.3
CC(=O)c1ccc(OCC(=O)NCc2ccc(F)cc2)cc1	5.3	-7.5
O=C(NCCC1=CCCCC1)C1CCC(CNc2c(N3CCCCC3)c(=O)c2=O)CC1 (configuration not stated)	5.5	-13.0
CC1(C)C(=O)Nc2ccccc2N1C(=O)COC(=O)COc1ccc(C#N)cc1	3.9	-9.1
COc1ccc(C(=O)Nc2ccc3nc(N4CCCCC4)cc(C)c3c2)c(OC)c1	6.9	2.1
COC(=O)c1[nH]c2c(c1C)C(=O)CC(c1ccc(OC)c(OC)c1)C2 (configuration not stated)	7.0	-17.2
COc1ccc2c(c1)N1CCN=C1N2C	20.3	-11.2
CCOC(=O)c1c(NC(=O)COC(=O)c2ccccc2NC)sc(C(=O)N(C)C)c1C	14.7	-52.0

Single records (already shown).
`CCN(c1cccc(C)c1)S(=O)(=O)c1csc(C(N)=O)c1` across the screens: OX1R antag-1 = -9.8; OX1R antag-2 = -8.6
`CC(=O)c1ccc(OCC(=O)NCc2ccc(F)cc2)cc1` across the screens: OX1R antag-1 = 5.3; OX1R antag-2 = -7.5

OX1R antag-1, entries above that show a hit
SMILES	OX1R antag-1	OX1R antag-2
Cc1ccc(C)c(S(=O)(=O)N2CCCC2CNC(=O)c2ccc([N+](=O)[O-])cc2)c1 (configuration not stated)	54.3*	-31.0
CN(CC(=O)N1CCc2ccccc21)S(=O)(=O)c1cccc2cccnc12	60.0*	-3.5

Remaining list, next part.
SMILES	OX1R antag-1	OX1R antag-2
CC(CN1CCOCC1)OC(=O)c1cccc(Br)c1 (configuration not stated)	7.5	-23.3
CN(C)c1nc(OCCNC(=O)COc2ccc(Cl)cc2Cl)nc(N(C)C)n1	38.8	-19.2
O=C1C=C(c2ccnc3cc(Cl)ccc23)C[C@@H](c2ccc3c(c2)OCO3)C1	14.7	7.4
Cc1cccc(C)c1OCC(=O)NCC1CCCO1 (configuration not stated)	11.5	-3.6
CCNC1=C(Cl)C(=O)c2ccccc2C1=O	178.4*	-14.6
CCCCn1c(SCC(=O)N2CCCc3ccccc32)nc2c1c(=O)n(C)c(=O)n2C	13.2	-7.0
CCN1CCN(CC(=O)N/N=C/c2ccc(F)cc2F)CC1	8.8	2.9
CCc1nc(Nc2ccc(N3CCN(C(C)=O)CC3)cc2)c2oc3ccccc3c2n1	19.1	-23.9
O=C(O)/C=C/C(=O)N1CCN(Cc2ccc3c(c2)OCO3)CC1	13.7	-1.3
Cc1ccc2cc(C(c3nnnn3C3CCCC3)N(Cc3cccnc3)Cc3ccco3)c(=O)[nH]c2c1 (configuration not stated)	9.3	-35.3
Cc1ccc(C(=O)N2CCc3ccccc3C2)cc1S(=O)(=O)N1CCOCC1	15.9	-27.5
COc1ccc2[nH]c3ccc(OC)cc3c2c1	12.0	-17.4
CN(C)CCN1CCc2ccccc21	11.9	-8.7
O=C(COC(=O)c1ccc(Oc2ccccc2)cc1)Nc1nnc(-c2ccccc2)o1	38.2	0.7
Cc1cc(NC(=O)OC2CCCCC2)ccc1[N+](=O)[O-]	32.4	-16.9

Bioassay records as filed in PubChem.
